Lipid storage S3: qHTS Assay for Lipid Storage Modulators in Drosophila S3 Cells. Drosophila S3 cells, BODIPY lipid droplet fluorescence, 18-24 h; cells fed with added oleic acid. lipid storage change, negative = inhibition, % at the top dose, mostly 46.1 µM; hits show Potency in µM. 320,000 tested, 0.64% active. AID 2685; active = well fitted inhibition curve with a large enough effect in the signal ratio, with a control signal flat, not every such curve was filed as active; inconclusive = small, poorly fitted or top-dose-only effect, or effect the other way, or a change in a side signal; the % refers to the signal ratio
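Laser-scanning cytometry quantifies lipid droplet accumulation (500–530 nm total intensity; droplet/cell object ratio) in oleic acid-fed (400 uM added) Drosophila S3 cells treated with a concentration series. 20 uM Triacsin C defined 100% inhibition.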
Lipid storage S3 cell count max: further read-out of Lipid storage S3, marked with its call; cell number change, %; measured here: cell count max response;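 cells counted by Cell Tracker Red CMTPX staining in the red channel; peak over a dose series mostly up to 46.1 µM; percent activity relative to internal control wells on each plate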
Active calls of the source: *; i = inactive; ? = inconclusive; · = not tested or not shown. % is scaled to controls: 0 for no effect and ±100 for the full control effect; potency is read from the fitted curve at half-maximal effect. An excerpt. The share of hits here may be higher or lower than overall.

Results follow in this order: Lipid storage S3 cell count max, Lipid storage S3
CN1C(=O)/C(=C/C=C2\SCCN2C)N(C)C1=S
  8.1, 6.0%
COc1ccc(-n2c(C(C)(C)C)csc2=Nc2c(C)n(C)n(-c3ccccc3)c2=O)cc1
  ·, ?
O=C1[C@@H]2Cc3c([nH]c4ccccc34)C(c3ccccc3)N2C(=O)CN1CCO (stereo not given in full)
  -3.0, -5.1%
COc1cccc(NC(=O)CN2C(=O)CSc3ccc(S(=O)(=O)N4CCOCC4)cc32)c1
  ·, ?
O=C(c1c[nH]c2ccc(F)cc2c1=O)N1CCCCCC1
  -9.7, 0.9%
CSc1cccc(NC(=S)N2CCC(c3ccccc3)C2)c1 (stereo not given)
  -2.6, -9.6%
CCOC(=O)c1cnc2c(Cl)cccc2c1NCCCN1CCOCC1
  ·, ?
CC(=O)c1ccc(S(=O)(=O)NCCC(=O)OCC(=O)N2CCCC2=O)cc1
  ·, ?
Cn1cnc2c1c(=O)n(Cc1cccc(Br)c1)c(=O)n2C
  13.3, i
c1cncc(CNc2ncnc3ccc(-c4cccnc4)cc23)c1
  26.5, i
OCCC1CN(Cc2ccccc2O)CCN1CCc1ccccc1 (stereo not given)
  4.7, -6.7%
O=C(NC(=S)Nc1ccccc1N1CCCC1)c1ccc([N+](=O)[O-])cc1
  ·, ?
COc1ccccc1NC(=O)c1nc(S(=O)(=O)Cc2ccccc2)ncc1Cl
  -4.7, i
COC(=O)C1CCN(C(=O)c2ccccc2NC(C)=O)CC1
  ·, ?
Cn1c2ccc(F)cc2c2nnc(SCCN3CCCCC3)nc21
  ·, ?
CCC(CC)c1nnc(NC(=O)[C@@H](NC(=O)c2cccc(C)c2)C(C)C)s1
  -0.2, 13.8%
O=C(Cn1cnc2c(cnn2-c2ccccc2Cl)c1=O)N1CCc2ccccc21
  ·, ?
O=C(CCc1ccccc1)NC(NC(=S)Nc1ccc(Cl)cc1)C(Cl)(Cl)Cl (stereo not given)
  ·, ?
O=S(=O)(NCc1ccc(Cl)cc1)NCc1ccc(Cl)cc1
  6.1, 6.8%
Cc1cc(OC(=O)c2ccco2)c(Sc2ccccc2[N+](=O)[O-])c(=O)o1
  -10.5, -20.2%
COc1ccccc1NC(=O)N1CCN(c2ccc(F)cc2)CC1
  14.2, 3.4%
Cc1csc(NC(=O)C2CCCN2C(=O)OCC(C)C)n1 (stereo not given)
  ·, ?
CN1C(=O)C(C)(C)c2cc(S(=O)(=O)NCc3ccc(Cl)cc3)ccc21
  ·, ?
CCO[C@@H]1OC(C(=O)NC2CC2)=C[C@H](C)[C@H]1CCCO
  1.6, -7.1%
Nc1c(C(=O)Nc2ccccc2)sc2nc3c(c(-c4ccco4)c12)CCC3
  ·, ?
CC(Cc1ccccc1)(NC(=O)CN)c1ccccc1 (stereo not given)
  -10.3, -1.6%
Cc1cc(Br)ccc1NS(=O)(=O)c1c(C)[nH]c(=O)[nH]c1=O
  22.5, 12.2%
O=C(Cc1ccc(S(=O)(=O)N2CCOCC2)s1)Nc1ccc(S(=O)(=O)N2CCCCC2)cc1
  -19.6, i
O=S(=O)(Cc1cc(Cl)nc(-c2ccncc2)n1)c1ccccc1
  ·, ?
C/C(CC(=O)Nc1ccc(N(C)C)cc1)=N\NC(=O)c1ccccc1F
  -0.7, -3.1%
O=C(c1ccccc1)N1CCN(c2ccccc2F)CC1
  ·, i
c1ccc2c(c1)-c1cccc3c1c-2cc1ccccc13
  ·, ?
COc1ccc(-c2ccc(=O)n(CC(=O)Nc3ccc(C(=O)NC4CC4)cc3)n2)cc1OC
  3.3, -13.9%
COc1ccc(N2C(=O)C(Cl)=C(Nc3ccccc3OC)C2=O)cc1
  ·, ?
COC(=O)CCC(=O)OC1(C)C(=O)C2=CN(CC(C)C)C(c3ccc(OC)cc3)=CC2=C(Br)C1=O (stereo not given)
  -3.3, -15.6%
CCCNC(=O)c1sc2c(c1C(=O)Nc1ccccn1)CCCC2
  ·, ?
Cc1cc(OCC(=O)N[C@@H](Cc2c[nH]c3ccccc23)C(=O)O)c2c(C)c(C)c(=O)oc2c1
  ·, ?
O=C(c1cncc(Br)c1)N1CCN(S(=O)(=O)c2ccccc2)CC1
  ·, ?
O=C(NC1CCCC1)C1CC(=O)N(CCc2ccccc2)C1 (stereo not given)
  ·, -1.4%
Cc1cccc(C(=O)N(c2ccccn2)C(C)c2ccco2)c1 (stereo not given)
  ·, ?
CC(c1ccccn1)N(CCN(C)C)C(=S)Nc1ccccc1F (stereo not given)
  10.6, i
Cc1cc(NC(=O)CSc2nnc(-c3c[nH]c4ccccc34)n2C)no1
  ·, ?
O=C(CN(Cc1ccccc1)C(=O)CCC(=O)Nc1nccs1)NCc1ccc(F)cc1
  ·, ?
CC(C)c1[nH]nc2c1C(c1ccc(OC(=O)c3ccco3)cc1)C(C#N)=C(N)O2 (stereo not given)
  ·, ?
O=C(c1ccc2c(=O)n(C3CCCC3)c(=S)[nH]c2c1)N1CCc2ccccc21
  -8.4, -21.9%
CCOC(=O)N1CCN(C(=O)CSc2ncccn2)CC1
  ·, 16.7%
Cc1cccc(OCC(=O)NCCCNC(=O)c2cccnc2)c1
  -17.1, i
COc1ccc(-n2c(COc3ccc4c(c3)OCO4)nnc2SCC(=O)O)cc1
  ·, ?
Cc1sc2nc(COC(=O)c3ccc(O)cc3)[nH]c(=O)c2c1C
  18.4, 4.2%
COc1cccc2c(=S)c(CCC(C)=O)c(C)[nH]c12
  ·, ?

(cont.)
Results follow in this order: Lipid storage S3 cell count max, Lipid storage S3
C=CCOc1ccc(/C=C/C(=O)OCC(=O)NCCc2ccccc2)cc1
  ·, ?
COC(=O)c1ccccc1S(=O)(=O)N(CCCN1CCOCC1)Cc1cccs1
  -11.3, 9.7%
COc1cc(/C=C2\CCn3c2nc2cc(C(=O)O)ccc2c3=O)ccc1OC(F)F
  11.0, 9.3%
CCCCN(C(=O)CC1CCCC1)c1c(N)n(CC(C)C)c(=O)[nH]c1=O
  ·, ?
O=C(c1ccc(-c2ccccc2Cl)o1)N1CCN(c2ccccc2O)CC1
  ·, ?
C=CCC(=O)N1CCCC(CO)(Cc2ccc(F)cc2F)C1 (stereo not given)
  ·, ?
COC(=O)C1CCN(C(=O)CN2C(=O)c3ccccc3S2(=O)=O)CC1
  ·, ?
O=C(Nc1nc2ccccc2[nH]1)C1CC(=O)N(c2ccc3c(c2)OCCO3)C1 (stereo not given)
  ·, ?
Cc1cc(C)cc(NS(=O)(=O)c2ccc(NC(=O)C3CCCCC3C(=O)O)cc2)c1 (stereo not given)
  ·, ?
Cc1ccc(N(C)S(=O)(=O)c2ccc(-c3cc(C)no3)s2)cc1
  ·, ?

Profiles, quoted from the list:
Cc1cc(C)cc(NS(=O)(=O)c2ccc(NC(=O)C3CCCCC3C(=O)O)cc2)c1 (stereo not given) as listed: Lipid storage S3 cell count max = ·; Lipid storage S3 = ?
COC(=O)c1ccccc1S(=O)(=O)N(CCCN1CCOCC1)Cc1cccs1 as listed: Lipid storage S3 cell count max = -11.3; Lipid storage S3 = 9.7%

(listing goes on)
Results follow in this order: Lipid storage S3 cell count max, Lipid storage S3
CSc1c(-c2ccccc2)nc2ccc(Cl)cc2c1C(=O)O
  ·, ?
CN(C)c1ccc(C(=S)N2CCOCC2)cc1Br
  ·, ?
Cc1ccc(Cl)cc1NC(=O)C1COc2ccccc2O1 (stereo not given)
  -17.3, i
O=C(/C=C/c1cccc([N+](=O)[O-])c1)OCC(=O)c1ccccc1
  ·, ?
O=C(NCc1ccc(-c2nc3ccccc3s2)cc1)c1ccc(Br)o1
  -17.4, 4.8%
Cn1cnc(S(=O)(=O)N2CCN(c3ccc(F)cc3)CC2)c1
  13.1, -0.2%
COC(=O)c1c[nH]c(=O)c2ccccc12
  13.5, 2.6%
Cc1snc2sc(C(=O)c3ccc(Br)cc3)c(N)c12
  ·, ?
O=C(N/N=C/c1cc2ccccc2nc1Cl)[C@H]1C[C@@H]1c1ccccc1
  ·, ?
Cc1cc(NC(=O)CSc2nnc(-c3ccccc3F)n2C)no1
  -1.1, 4.2%
CCn1ccnc1CNC(=O)C1CCC(=O)N(Cc2cccc(C(F)(F)F)c2)C1 (stereo not given)
  ·, i
O=C1CC(c2ccccc2Cl)CC(O)=C1C=NCCCO (stereo not given)
  7.3, 7.9%
COc1ccc2c(-c3ccccc3)cc(N3CCOCC3)nc2c1
  -18.2, i
COc1ccc(S(=O)(=O)N2CCN(C(=O)c3cccs3)CC2)cc1OC
  ·, ?
O=c1c2nnn(Cc3ccccc3)c2ncn1C/C=C/c1ccccc1
  ·, ?
O=C(C1CCN(S(=O)(=O)c2ccccc2)CC1)N1CCN(c2ccccc2)CC1
  ·, 4.0%
c1nnnn1C12CC3CC(CC(C3)C1)C2
  ·, ?
Cn1c(=O)[nH]c(=O)c2c1nc(N1CCOCC1)n2CC(O)COc1ccc2ccccc2c1 (stereo not given)
  ·, i
COCCNC(=S)N/N=C(\C)c1ccccc1OC
  ·, ?
CCOc1ccccc1NC(=O)Nc1cccc(C(C)=O)c1
  ·, ?
Cn1c(SCc2ccccc2)nnc1-c1ccc(O)cc1
  ·, ?
C#CCOCCOCCOCCNc1nc(N2CCN(C(=O)[C@H](CCCCN)n3cc([C@@H](N)CO)nn3)CC2)nc(N2CCN(C(=O)[C@H](Cc3ccc(O)cc3)n3cc([C@@H](N)CC(C)C)nn3)CC2)n1
  -16.9, i
O=C(NCC(F)(F)F)Nc1ccccn1
  3.9, 1.1%
CSCCC(NC(=O)c1c(C)oc2c1CCCC2)C(=O)O (stereo not given)
  ·, ?
CC(C)(C)NC(=O)C(c1ccncc1)N(C(=O)Cn1nnc(-c2ccc(F)cc2)n1)c1ccc(F)cc1 (stereo not given)
  -2.2, -21.8%
COC(=O)c1ccc(Oc2cc(C)nc(SC)n2)cc1
  ·, ?
CCOC(=O)N1CCN(C(=O)/C(=C/c2cccc3ccccc23)NC(=O)c2ccc(OC)cc2)CC1
  ·, ?
Cc1ccc(-c2nnc(N)o2)cc1
  ·, ?
COc1ccc(CCC(=O)NNC(=S)NCc2ccc(F)cc2)cc1
  16.5, 6.8%
O=c1[nH]cnc(O)c1C(c1cccc([N+](=O)[O-])c1)c1c(O)nc[nH]c1=O
  -24.3, -21.2%

Sorted by SMILES length (highest first): part of the list above.
Results follow in this order: Lipid storage S3 cell count max, Lipid storage S3
Cn1c(=O)[nH]c(=O)c2c1nc(N1CCOCC1)n2CC(O)COc1ccc2ccccc2c1 (stereo not given)
  ·, i
O=S(=O)(Cc1cc(Cl)nc(-c2ccncc2)n1)c1ccccc1
  ·, ?
c1nnnn1C12CC3CC(CC(C3)C1)C2
  ·, ?

(more compounds)
Results follow in this order: Lipid storage S3 cell count max, Lipid storage S3
CC1(C)CC(=O)C=C(c2ccc(Oc3ccccc3)cc2)C1
  ·, ?
COc1ccc2oc(=O)c(-c3nc4ccccc4o3)cc2c1
  2.7, 1.0%
O=C(NCc1ccco1)/C(=C\c1ccccc1)NC(=O)c1ccccc1
  ·, ?
COc1ccc(CN2CCN(C3CCC3)CC2CCO)cc1C (stereo not given)
  ·, ?
CCOc1ccc(-c2c(C(=O)N/N=C(\C)c3ccncc3)nnn2-c2nonc2N)cc1
  ·, ?
Cc1cccc(NC(=O)Nc2cnccn2)c1C
  26.3, -8.0%
O=C(CNS(=O)(=O)c1ccc(Cl)c(C(F)(F)F)c1)NC1CCCCCC1
  -8.4, -26.9%
O=C(OCC(=O)N1CCCC1)c1cccc(Br)c1
  ·, ?
O=C(O)c1cccc(CN2C(=O)S/C(=C/c3ccccc3[N+](=O)[O-])C2=O)c1
  ·, ?
O=c1cc(O)c2sc(Nc3cccc(C(F)(F)F)c3)nc2[nH]1
  ·, 7.3%
Cc1ccc(S(=O)(=O)NC(=O)Nc2ncc3c(n2)CC(c2ccco2)CC3=O)cc1 (stereo not given)
  -3.2, -10.2%
Cc1c(NC(=O)CN2CCN(c3ccc(F)cc3)CC2)c(=O)n(-c2ccccc2)n1C
  -15.7, -2.9%
COc1ccccc1CN1CC(C(=O)NCc2cc(C(C)C)no2)CCC1=O (stereo not given)
  1.0, -15.9%
CN(C)CC(C)(C)CNC(=O)CC1C(=O)NCCN1Cc1ccc(-c2ccccc2)cc1 (stereo not given)
  ·, ?
CC(=O)Nc1ccc(NC(=O)Nc2ccccc2)cc1
  2.8, 12.7%
NS(=O)(=O)c1ccc(CCNC(=O)c2ccc(CS(=O)(=O)c3ccc(Br)cc3)o2)cc1
  ·, ?
O=C1CC(c2ccc3c(c2)OCCO3)Oc2ccc([N+](=O)[O-])cc21 (stereo not given)
  -9.9*, 7.31µM*
Cc1nn(-c2ccccc2)c(Cl)c1C1C(C#N)=C(N)Oc2c1c(C)nn2-c1ccccc1 (stereo not given)
  ·, ?
Cc1cc(SCn2nnc3ccccc3c2=O)nc2ccccc12
  -22.3, 6.6%
CCOC(=O)N1CCN(C(=O)Cn2ncc3c2-c2ccccc2OC3)CC1
  ·, ?
COc1ccc(N2C(=O)/C(=C/N(C)C)NC2=S)cc1
  2.8, -2.2%
Cc1ccc(CNCC(O)c2ccccc2)s1 (stereo not given)
  ·, ?
CCC(=O)Oc1ccc(C(=O)Nc2cccc(NC(=O)c3ccco3)c2)cc1
  -5.6, i
